D1 potentiator: potentiators of human D1 dopamine receptor; 0.036% of 360,000 active; P21728; HEK293 TREx D1 cells, calcium flux, dopamine EC20 potentiation; AID 504651; potentiation, % at 10 µM; in the data active means potentiation above about 30%; further: 0% is about no effect
Target sequence (P21728 whole entry, looked up): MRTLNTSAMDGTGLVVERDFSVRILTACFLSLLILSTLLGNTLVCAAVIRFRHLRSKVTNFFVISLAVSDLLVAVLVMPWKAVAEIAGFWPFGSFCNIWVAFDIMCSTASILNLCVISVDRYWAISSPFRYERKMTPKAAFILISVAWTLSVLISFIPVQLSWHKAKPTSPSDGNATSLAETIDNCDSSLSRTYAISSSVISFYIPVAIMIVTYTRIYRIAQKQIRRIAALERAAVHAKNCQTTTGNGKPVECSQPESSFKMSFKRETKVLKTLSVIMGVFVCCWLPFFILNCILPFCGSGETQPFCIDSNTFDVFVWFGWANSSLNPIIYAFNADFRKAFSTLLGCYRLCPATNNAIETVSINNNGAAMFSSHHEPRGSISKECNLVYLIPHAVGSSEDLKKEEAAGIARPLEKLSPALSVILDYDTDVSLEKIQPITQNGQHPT
D2 potentiator: positively modulates the human D2 dopamine receptor allosterically. HEK293 T-REx D2, calcium flux, EC20 dopamine potentiation. P14416. 0.34% of 340,000 active. potentiation, % at 10 µM;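 active means potentiation over 3 SD above the plate norm, cut at about 30% in these data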; further: 0% is about no effect
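Using a no-wash calcium dye in inducible, force-coupled HEK293 Trex cells expressing D2, we tracked fluorescence each second for 180 s after compound, then for 180 s after EC20 dopamine to detect augmented signalling.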
RXFP1 ag: activates the human relaxin receptor RXFP1; Potency, µM (highest dose often 57.5 µM), for inactives: at the top dose activation, usual class: activators; HEK293T-RXFP1 cAMP TR-FRET, 30 min; response scale: percent of porcine relaxin response, buffer zero; 0.3% of 370,000 active; Q9HBX9; active means well fitted activation curve with a large enough effect; inconclusive means small, poorly fitted or top-dose-only effect; further: potency means the concentration at half of the fitted maximal effect; on the % scale 0 is the no-effect control and ±100 the full control effect; nearly all actives have a fitted effect of over 60% in size; many of its hits are not listed in these tables
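cAMP rise read by TR-FRET after 30 min, 37C compound exposure (up to 58 uM) in RXFP1-transfected HEK293 cells with Ro 20174 present. EC50 from Hill-equation fits, with 29 nM porcine relaxin as 100% and buffer as basal.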
D1 agonist: activates the human D1 dopamine receptor. activation, % at 2 µM. 1% of 360,000 active. HEK293 T-REx D1 cells, calcium flux, agonist mode; in the data active means activation above about 30%; further: 0% is about no effect
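Inducible HEK293 T-REx D1 cells, force-coupled to calcium signalling, were plated at 4000 cells/well with tetracycline and held overnight at 30 C. After no-wash calcium dye loading, compound-evoked calcium rise over 180 s flagged agonists.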
RXFP1 antag: RXFP1 (human) relaxin receptor antagonism; HEK293-RXFP1, relaxin-stimulated cAMP HTRF, 30 min; active compounds read low; activity change, negative = inhibition, % at 57.5 µM; 0.59% of 350,000 active;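 active means activity change of -60% or lower, but not beyond a set lower limit; inconclusive means change between -60% and -40%, or beyond the set limit; inactive means change above -40%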; further: on the % scale 0 is the no-effect control and ±100 the full control effect
D1 antagonist: blocks dopamine activation of the human D1 receptor | P21728 | HEK293 TREx D1 cells, calcium flux, dopamine EC80; active compounds read low | activity change, negative = inhibition, % at 10 µM | 3.2% of 360,000 active; in the data active means activity change below about -30%; further: on the % scale 0 is the no-effect control and ±100 the full control effect
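Cells carrying a force-coupled, tetracycline-inducible human D1 receptor report calcium flux. Each well gets a 10 s baseline, compound with 180 s monitoring, then an EC80 dopamine stimulus with a second 180 s kinetic read.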
D2 antag: antagonists of human D2 dopamine receptor. AID 485344. inhibition, % at 10 µM. 2% of 340,000 active. HEK293 TREx D2 cells, calcium flux, dopamine EC80; in the data active means inhibition above about 30%; further: 0% is about no effect
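Cells plated overnight at 30 C with tetracycline; no-wash calcium dye, 30–90 min RT; 10 s baseline; compound pinned; 180 s read; EC80 dopamine added; another 180 s read.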
D2 agonist: D2 dopamine receptor (human) agonism. P14416. HEK293 T-REx D2 cells, calcium flux agonist mode. activation, % at 2 µM. 0.53% of 340,000 active. AID 485358;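 active means activation over 3 SD above normal in the single-dose calcium agonist read, cut at about 30% in these data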; further: 0% is about no effect
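Tetracycline-induced HEK293 T-REx cells with force-coupled D2 receptor, plated overnight at 30 C, loaded with no-wash calcium dye. After a 10 s baseline, compound was pin-added and calcium flux read kinetically for 180 s; calcium rises flagged agonists.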
TRHR enhancer: allosteric enhancers of human TRH receptor | P34981 | TRHR cells, fluo-8 calcium fluorescence, EC20 TRH enhancement | enhancement, % at 2 µM | 0.66% of 360,000 active; in the data active means enhancement above about 30%; further: 0% is about no effect
Target sequence (P34981 whole entry, looked up): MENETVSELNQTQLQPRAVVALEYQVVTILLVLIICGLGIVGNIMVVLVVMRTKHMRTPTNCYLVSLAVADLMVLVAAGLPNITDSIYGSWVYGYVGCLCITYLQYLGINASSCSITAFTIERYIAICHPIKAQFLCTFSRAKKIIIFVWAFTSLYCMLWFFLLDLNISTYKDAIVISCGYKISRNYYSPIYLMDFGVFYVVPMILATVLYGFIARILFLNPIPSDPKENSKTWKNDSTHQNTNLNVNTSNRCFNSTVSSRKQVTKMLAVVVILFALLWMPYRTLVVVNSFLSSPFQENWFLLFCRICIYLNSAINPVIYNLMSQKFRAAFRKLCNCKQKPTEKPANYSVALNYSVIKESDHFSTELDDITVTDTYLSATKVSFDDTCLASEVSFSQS
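TRHR-expressing cells loaded with fluo-8 calcium dye were read kinetically (ex 480/em 530) during compound addition, then stimulated with an EC20 of TRH (10 nM final). Enhancement of the Gq-mediated intracellular calcium response was scored.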
The depositor's hits bear a star; ? = inconclusive; nt = no result given. Some of the compounds tested (hit frequency here may not be typical).

molecule	D1 potentiator	D2 potentiator	RXFP1 ag	D1 agonist	RXFP1 antag	D1 antagonist	D2 antag	D2 agonist	TRHR enhancer
Cc1ccc(SCc2cc(=O)[nH]c(Nc3nc(C)c4ccc(C)cc4n3)n2)cc1	-2	0	7.5%	1	28	-8	11	0.8	-12
Cn1nc(C(=O)Nc2ccc(F)c(Cl)c2)c2c1-c1ccccc1S(=O)(=O)C2	1	-1	-2.8%	0	6	21	nt	-0.6	-2
COc1cc(C(=O)Nc2nc3nc(-c4ccccc4)cc(=O)n3[nH]2)cc(OC)c1OC	-1	8	-1.0%	1	-11	-4	nt	-0.8	5
Cc1ccc(-n2c(SCC(=O)N3CCCC3)nc3c(c2=O)SCC3)cc1	-3	-4	0.4%	1	nt	-5	7	0.2	-4
NS(=O)(=O)c1ccc(CCNC(=O)CCCCCNc2nc(=S)[nH]c3ccccc23)cc1	-5	-2	11%	1	nt	-17	12	0.9	4
O=C(c1ccccc1-c1ccccc1)N1CCCC1	0	0	-1.0%	1	8	2	-16	1.8	0
CCOC(=O)c1c(NC(C)=O)sc2c(OC(C)=O)cccc12	-5	17	-1.1%	-3	-18	2	25	-0.7	-3
COC(=O)[C@@H](Cc1ccccc1)NC(=O)NCCc1ccc(OC)c(OC)c1	-4	5	1.8%	3	-8	6	-22	-0.3	-2
CN(C)/C=N/c1c(C#N)cnn1-c1ccc(C(F)(F)F)cn1	-2	13	0.4%	-1	-23	1	0	0.3	0
COCCNC(=O)Cn1c(=O)n(C)c2ccccc21	3	-14	3.0%	2	2	8	27	0.8	8
CN(C)c1nnnn1Cc1ccccc1	-1	-2	0.4%	-1	-8	20	0	0.4	-5
CCC(C)(C)NC(=O)COc1ccc(OCc2ccccc2)cc1	9	0	-0.5%	13	-16	-23	-1	1.1	1
Cc1ccccc1CN1CCN(CC(=O)NCc2ccc3c(c2)OCO3)C1=O	-2	14	-2.7%	3	12	-5	-2	-1.8	3
Cc1ccc2c(c1)-c1nc(-c3ccc(Cl)cc3)cc(-c3coc4ccccc4c3=O)c1CO2	2	7	-1.7%	-1	nt	8	nt	-1.2	0
O=C(NCCn1cc(SCc2ccccc2F)c2ccccc21)c1c(F)cccc1F	-6	11	24%	0	5	9	-3	-1.7	11
COc1ccccc1NC(=O)CN1C(=O)CSC(C)C1=O (stereo not given)	-1	0	-0.6%	0	10	0	28	0.7	-2
CCCCC(=O)Nc1ccc(C(=O)NCC(=O)OC)cc1	-1	-6	-0.6%	3	9	-8	-9	0.2	-4
COC(=O)c1ccc(N2CCN(C)CC2)c(NC(=O)c2cccs2)c1	-7	-14	6.9%	1	-5	1	16	-0.2	3
CC(C)Nc1ccc(-c2nc(-c3ccncc3)no2)cc1[N+](=O)[O-]	-2	1	-4.4%	9	-2	-7	nt	nt	3
Cc1ccc(S(=O)(=O)Nc2cccc(-c3ccc(N4CCCCCC4)nn3)c2)c(C)c1	2	1	-2.0%	2	-21	11	2	0.3	-2

Compounds above with a Cl atom:
molecule	D1 potentiator	D2 potentiator	RXFP1 ag	D1 agonist	RXFP1 antag	D1 antagonist	D2 antag	D2 agonist	TRHR enhancer
Cn1nc(C(=O)Nc2ccc(F)c(Cl)c2)c2c1-c1ccccc1S(=O)(=O)C2	1	-1	-2.8%	0	6	21	nt	-0.6	-2
Cc1ccc2c(c1)-c1nc(-c3ccc(Cl)cc3)cc(-c3coc4ccccc4c3=O)c1CO2	2	7	-1.7%	-1	nt	8	nt	-1.2	0

Later entries
molecule	D1 potentiator	D2 potentiator	RXFP1 ag	D1 agonist	RXFP1 antag	D1 antagonist	D2 antag	D2 agonist	TRHR enhancer
CCOC(=O)C1=C(C)N(c2ccccc2)C(=O)C1	-1	-3	-0.4%	0	22	5	-2	0.3	0
O=C(CSc1nnnn1-c1ccccc1)Nc1ccccc1	-3	3	-1.1%	-3	9	-12	15	-1.4	0
CN(C)CC(=O)c1ccc(-c2ccccc2)cc1	13	11	0.7%	0	-10	8	5	0.5	11
O=C(NCc1n[nH]c(=S)n1-c1ccccc1)c1ccc(S(=O)(=O)N2CCCCC2)cc1	-3	3	0.7%	1	-8	9	0	0.5	16
CC1CC(C)CN(C(=O)C2CCN(S(=O)(=O)c3cccs3)CC2)C1 (stereo not given)	2	nt	-0.2%	0	9	1	-13	-3.1	1
C#CCOCCOCCOCCNc1nc(N2CCN(C(=O)C([C@@H](C)CC)n3cc(C(N)Cc4ccc(O)cc4)nn3)CC2)nc(N2CCN(C(=O)[C@H](CCC(=O)O)n3cc(C(N)CC(C)C)nn3)CC2)n1 (stereo not given in full)	-6	10	-1.2%	4	nt	-19	-11	0.1	-1
COc1cc(C)c(CN2CCC(Oc3ccc(C(=O)N4CCCC4)cc3)CC2)cc1C	-8	-15	2.7%	3	-11	0	6	-0.4	-6
COc1ccc(OC)c(S(=O)(=O)N2CCC(C(=O)Nc3cc(C)ccc3C)CC2)c1	1	-2	-1.4%	1	-8	6	2	0.9	19
Nc1c(S(=O)(=O)c2ccccc2)c2nc3ccccc3nc2n1CCN1CCOCC1	-7	5	-1.2%	3	-11	9	-9	0.8	3
O=C(Cc1cccc2ccccc12)Nc1c(F)cccc1F	-5	14	1.3%	1	-4	-36*	-3	-4.1	4
Cc1occc(=O)c1OC(=O)Nc1ccccc1	0	8	-2.3%	-2	-3	-26	4	0.6	-5
CCCC(C)C(=O)Nc1ccc(F)c(Cl)c1 (stereo not given)	-2	-9	1.8%	7	11	-1	19	-1.5	1
c1ccc(CCCc2nc(-c3ccccn3)no2)cc1	4	6	1.4%	-3	3	3	-16	3.2	8
CCOC(=O)c1oc2ccc(S(=O)(=O)Nc3ccc4c(c3)n(C)c(=O)n4C)cc2c1C	-5	nt	3.9%	-1	-5	8	nt	nt	-4
CCCC(=O)NNc1cc(=O)c2c(=O)n(C)c(=O)n(C)c2[nH]1	-3	14	4.9%	2	-3	3	10	0.2	3
CCc1ccc(CNC(=O)CN2C(=O)c3cccnc3Oc3ccc(C)cc32)cc1	-2	3	1.4%	-1	-38	16	nt	-1.5	3
CC1=NN(S(=O)(=O)c2ccc(Cl)cc2Cl)C(=O)c2ccccc2O1	1	-2	0.0%	0	-8	6	-4	-0.5	6
COC(=O)COc1ccc(-n2cnnn2)cc1	1	5	0.0%	2	-5	10	-29	3.0	0
Cc1cc(C)n(-c2cccc(CN(C)Cc3nc(-c4cnccn4)no3)c2)n1	-6	1	2.0%	0	13	-8	-11	-0.2	11
CCCCNC(=O)CN1C(=O)C(CC)Oc2ccc(Cl)cc21 (stereo not given)	-3	-5	4.8%	2	0	-20	12	-0.1	-3
CCOC(=O)c1cnn(CCOC(=O)c2ccccc2F)c1NC(=O)c1ccccc1F	-2	-3	-0.7%	2	7	-7	5	-0.2	-1
O=C(O)c1cc(NS(=O)(=O)c2ccc3ccccc3c2)ccc1O	4	7	-2.0%	1	6	14	11	0.1	-7
CCOC(=O)CC1C(=O)NCCN1C(=O)COc1ccc(C(C)(C)C)cc1 (stereo not given)	-6	-6	0.0%	2	1	-1	8	0.5	-1
CC(=O)N(CN1C(=O)c2ccccc2C1=O)c1ccccc1	-3	1	0.9%	2	-13	0	-4	0.9	5
CCOC(=O)c1c(C)n(-c2ccccc2)c2ccc(OC(=O)c3cccc(Cl)c3)cc12	1	1	0.8%	3	2	5	nt	0.2	-5
O=C(NCc1ccccc1)C(c1ccccc1)N(C(=O)c1csnn1)C1CCCC1 (stereo not given)	-4	15	1.8%	15	6	-24	7	1.9	-11
CCn1nnc(-c2ccccc2NS(=O)(=O)c2ccc(S(=O)(=O)N(C)C3CCCCC3)cc2)n1	-3	-4	-0.3%	3	6	-7	-11	0.9	-7
CC(=O)N(Cc1ccc2c(c1)OCO2)C1CC(=O)N(CCc2ccccc2)C1=O (stereo not given)	1	1	0.3%	2	-8	0	-8	0.8	2
Cc1nc(NC(=S)NC(=O)c2cccs2)ccc1Br	-2	12	2.9%	9	5	10	-9	1.3	2
CC1CN(C(=O)CSc2nc(-c3ccccc3)cs2)CC(C)O1 (stereo not given)	-2	-8	2.8%	-2	-13	nt	-6	0.5	-12
Cc1ccc(-n2ncc3c(NCc4ccco4)ncnc32)cc1C	-5	15	0.8%	1	-18	11	-17	-0.1	-2
O=C(CSc1nnc(-c2ccc(F)cc2)o1)Nc1ccc(S(=O)(=O)N2CCCC2)cc1	-4	3	-0.1%	5	-11	2	10	0.0	2
COc1ccc(C(CNC(=O)COc2cccc(C(F)(F)F)c2)N2CCCC2)cc1 (stereo not given)	-8	-28	-1.3%	2	-4	17	16	0.2	-5
CCCCCN1C(C(=O)c2ccccc2)=C(OC(=O)CC)c2ccccc2S1(=O)=O	1	17	-4.4%	7	?	17	nt	-0.3	-1
COc1cc(-c2nc3ccc4ccccc4c3c3c2CCC3)cc(OC)c1OC	7	15	0.0%	5	-8	1	-2	0.3	0
Cc1cccc(-c2nsc(SCC(=O)Nc3cc(C)on3)n2)c1	-6	0	5.5%	3	-23	-6	-2	0.0	-2
COc1ccccc1-c1cc(-c2ccc(C)cc2)nc(SCc2nnc(-c3ccccc3)o2)c1C#N	-6	-5	0.7%	5	5	-7	1	0.5	2

Screening results as filed in PubChem.
